Screening data from PubChem BioAssay.
NOD1 inhibition = NOD1 signaling inhibitors, primary screen, cell-based, luminescence, uHTS (AID 1578). NOD1-driven NF-kB luciferase reporter cells, luminescence; higher % means a stronger effect. inhibition, % at 4 µM, or EC50 in µM where a hit was titrated. 1% of 290,000 active; in the data active = inhibition mostly above about 36%, no sharp cut-off; inactive = mostly below about 34%;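 note: HEK-293T reporter cells stimulated with the NOD1 agonist gamma-tri-DAP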
GPR55 activation = GPR55 agonists via beta-arrestin recruitment, primary screen, imaging, U2OS cells, beta-arrestin-GFP redistribution (AID 1961); U2OS GPR55 beta-arrestin-GFP redistribution imaging; higher % means a stronger effect; activation, % at 10 µM; hits with a dose series show EC50 in µM; 0.048% of 290,000 active;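 active = activation above 40% with more than 50 cells counted in the well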;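 note: U2OS osteosarcoma cells stably expressing GPR55 and beta-arrestin-GFP; plate controls were DMSO negative control for no effect and LPI positive control for full effect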
Myeloid diff MLP = induction of myeloid progenitor differentiation, primary screen, cell-based, flow cytometry, MLPCN library | 1% of 360,000 active | AID 624256, 2012 | calls only at 10 µM | ER-HoxA9 myeloid progenitors, lysozyme-GFP differentiation;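 active = normalized GFP-positive differentiation at or above the plate's own cutoff, the solvent-only control mean plus 3 SD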;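 note: cells exposed to compound for four days before flow analysis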
GPR55 antagonists = GPR55 antagonists blocking LPI-driven arrestin recruitment, primary screen, imaging, U2OS, beta-arrestin-GFP, LPI agonist (AID 2013); U2OS GPR55 beta-arrestin-GFP translocation imaging, LPI antagonism; higher % means a stronger effect; inhibition, % at 10 µM; hits with a dose series show IC50 in µM; 0.13% of 290,000 active;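 active = spots per cell inhibited over 60%, with over 100 cells counted and total cytoplasm intensity under 500,000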;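 note: U2OS cells stably carrying GPR55 and arrestin-GFP stimulated by 5 µM LPI near EC80; imaged beta-arrestin-GFP aggregate spots per cell after agonist stimulation; plate controls were LPI-stimulated DMSO wells for no effect and DMSO wells without LPI for full effect; some results filed as inactive read as strong as hits; confirmed hits need IC50 under 10 µM and bright autofluorescent wells are also inconclusive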
NOD2 inhibition = NOD2 signaling inhibitors, cell-based, luminescence, uHTS, HEK293 (AID 1566); 0.63% of 290,000 active; HEK293 NOD2/NF-kB luciferase reporter, luminescence; higher % means a stronger effect; inhibition, % at 4 µM; hits with a dose series show EC50 in µM; note: many of its hits are not listed in these tables
T cell HTS = modulators of CD8 T cell-vesicle binding, primary screen, mouse 2C CD8+ T cells, flow cytometry; 2C CD8+ T cell-vesicle binding; stronger effect = lower value; calls only at 7 µM; 0.068% of 330,000 active; AID 2052, 2009;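 active = response, share of CD8 T cells binding vesicles, and their 90th percentile fluorescence all below set limits, cut at about 80% in these data, passing the limit was not always enough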
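Also added: QL9-peptide-loaded Drosophila micro-vesicles bearing Ld, ICAM-1 and B7-1; Test system: purified 2C TCR transgenic mouse naive CD8+ T cells; Measured by: cytometric PE anti-B7-1 and Alexa647 anti-CD8 signals after 1% paraformaldehyde fixation; Timing: binding step 1.5 h, 37 °C, antibody labelling 20 min, ice.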
KOR beta-arrestin-1 = KOR agonists, beta-arrestin recruitment, primary screen, cell-based, luminescence, uHTS (AID 1777); one-dose activation, % at 10 µM; EC50 in µM for titrated hits; 0.02% of 280,000 active; KOR beta-arrestin recruitment, luminescence; higher % means a stronger effect; in the data active = activation above about 50%, passing the limit was not always enough; note: a part of the inactive calls stands beside numbers as strong as those of hits
NTR1 agonist = agonists of NTR1, primary screen, imaging, U2OS cells, beta-arrestin-GFP, high content (AID 493036); NTR1-U2OS beta-arrestin-GFP spot imaging, agonist mode; 0.17% of 330,000 active; Neurotensin receptor type 1 (Homo sapiens), P30989; activation, % at 20 µM;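 active = activation at or above 40% of the spot to cytoplasm intensity ratio, with at least 20 cells analyzed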;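 note: 0% = DMSO without peptide and 100% = 100 nM NTR1 peptide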
Target sequence (P30989 whole entry, looked up): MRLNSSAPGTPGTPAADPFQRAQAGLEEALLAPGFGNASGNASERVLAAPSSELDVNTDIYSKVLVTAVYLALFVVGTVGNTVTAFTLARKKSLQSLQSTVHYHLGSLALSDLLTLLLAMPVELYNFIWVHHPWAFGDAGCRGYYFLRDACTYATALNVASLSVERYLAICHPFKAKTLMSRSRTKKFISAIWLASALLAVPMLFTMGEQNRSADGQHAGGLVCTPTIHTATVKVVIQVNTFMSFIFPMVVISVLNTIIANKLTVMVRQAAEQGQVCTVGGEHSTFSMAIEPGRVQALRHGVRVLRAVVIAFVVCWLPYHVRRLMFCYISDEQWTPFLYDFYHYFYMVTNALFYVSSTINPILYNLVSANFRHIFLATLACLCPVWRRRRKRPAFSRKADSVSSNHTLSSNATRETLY
KOR beta-arrestin-2 = KOR antagonists, beta-arrestin recruitment, cell-based, luminescence, uHTS (AID 1778) | Kappa-type opioid receptor (Homo sapiens) | KOR beta-arrestin recruitment, luminescence, antagonist mode; higher % means a stronger effect | one-dose inhibition, % at 10 µM; IC50 in µM for titrated hits | 0.091% of 290,000 active; note: strong numbers were not always called active
T cell HTS vesicle-bound % = recorded beside T cell HTS, whose call it bears; double positive events, %; measured here: CD8+ vesicle-bound cell fraction;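 binding gate set so that unloaded-vesicle control wells show 10% double positive cells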
NTR1 agonist cell count 20 µM = also measured in NTR1 agonist; calls as there; cell count; measured here: cell count, cytotoxicity flag
Myeloid diff MLP GFP+ MAC1+ % = also measured in Myeloid diff MLP; calls as there; GFP+ MAC1+ double positive, %; measured here: differentiation confirmed by MAC1 staining
Active calls of the source: *; [ ] = remark or other dose. Cut-off read from the data, not from the text of the source, unless noted: active = inhibition above about 50%; inactive = the rest. An excerpt. The share of hits here may be higher or lower than overall.

How did CCOC(=O)/C=C1\SCC(=O)N1CC(O)CN1C(=O)CS/C1=C\C(=O)OCC do in these assays?
NOD1 inhibition: -30%; GPR55 activation: -0.1%; Myeloid diff MLP: inactive; GPR55 antagonists: 18%; NOD2 inhibition: 12%; T cell HTS: inactive; KOR beta-arrestin-1: 0.1%; NTR1 agonist: -1.5; KOR beta-arrestin-2: 20%; T cell HTS vesicle-bound %: 29; NTR1 agonist cell count 20 µM: 45; Myeloid diff MLP GFP+ MAC1+ %: 0.4

Results for CCCCC(=O)N(CCC)CCC ?
NOD1 inhibition: -2%; GPR55 activation: -0.1%; Myeloid diff MLP: inactive; GPR55 antagonists: 4%; NOD2 inhibition: -9%; T cell HTS: inactive; KOR beta-arrestin-1: -1.1%; KOR beta-arrestin-2: 23%; T cell HTS vesicle-bound %: 54; Myeloid diff MLP GFP+ MAC1+ %: 0.4

Results for CCOc1ccc(-n2c(SCc3ccc(C#N)cc3)nnc2-c2cccnc2)cc1 ?
NOD1 inhibition: 0%; GPR55 activation: -0.2%; Myeloid diff MLP: inactive; GPR55 antagonists: 6%; NOD2 inhibition: 21%; T cell HTS: inactive; KOR beta-arrestin-1: -1.2%; NTR1 agonist: 5.6; KOR beta-arrestin-2: 13%; T cell HTS vesicle-bound %: 30; NTR1 agonist cell count 20 µM: 46; Myeloid diff MLP GFP+ MAC1+ %: 0.9

How did COC(=O)c1ccccc1NC(=O)C1CCCO1 (stereo unspecified) do in these assays?
NOD1 inhibition: -20%; GPR55 activation: 0.5%; Myeloid diff MLP: active; GPR55 antagonists: -4%; NOD2 inhibition: -8%; T cell HTS: inactive; KOR beta-arrestin-1: 4.2%; NTR1 agonist: 0.0; KOR beta-arrestin-2: -4%; T cell HTS vesicle-bound %: 35; NTR1 agonist cell count 20 µM: 54; Myeloid diff MLP GFP+ MAC1+ %: 1.6*

Results for Cc1cc(NC(=O)c2cccnc2)ccc1Br ?
NOD1 inhibition: -32%; GPR55 activation: 0.1%; Myeloid diff MLP: inactive; GPR55 antagonists: -1%; NOD2 inhibition: -28%; T cell HTS: inactive; KOR beta-arrestin-1: -0.6%; NTR1 agonist: 3.0; KOR beta-arrestin-2: -35%[20 µM]; T cell HTS vesicle-bound %: 12; NTR1 agonist cell count 20 µM: 59; Myeloid diff MLP GFP+ MAC1+ %: 0.4

What do the screens show for `CCCOc1cccc(-c2cc(C(=O)NNC(=S)NCC)c3ccccc3n2)c1`?
NOD1 inhibition: -34%; GPR55 activation: 0.0%; Myeloid diff MLP: inactive; GPR55 antagonists: 5%; NOD2 inhibition: -36%; T cell HTS: inactive; KOR beta-arrestin-1: 3.8%; NTR1 agonist: 2.4; KOR beta-arrestin-2: -58%; T cell HTS vesicle-bound %: 12; NTR1 agonist cell count 20 µM: 67; Myeloid diff MLP GFP+ MAC1+ %: 1.8

How did O=C(COC(=O)c1ccc(CO)cc1)NCc1cccs1 do in these assays?
NOD1 inhibition: 14%; GPR55 activation: -0.4%; Myeloid diff MLP: inactive; GPR55 antagonists: 2%; NOD2 inhibition: 18%; T cell HTS: inactive; KOR beta-arrestin-1: 0.7%; NTR1 agonist: 0.6; T cell HTS vesicle-bound %: 44; NTR1 agonist cell count 20 µM: 49; Myeloid diff MLP GFP+ MAC1+ %: 0.6

What do the screens show for `COc1ccc(Nc2ncnc3c2cnn3Cc2ccccc2)cc1`?
NOD1 inhibition: -36%; GPR55 activation: -1.0%; Myeloid diff MLP: inactive; GPR55 antagonists: -16%; NOD2 inhibition: -27%; T cell HTS: inactive; KOR beta-arrestin-1: -4.1%; NTR1 agonist: 2.2; KOR beta-arrestin-2: 3%; T cell HTS vesicle-bound %: 19; NTR1 agonist cell count 20 µM: 42; Myeloid diff MLP GFP+ MAC1+ %: 5.7

How did COc1cc(OC)cc(-c2cc3nc(C)c(CCC(=O)O)c(=O)n3[nH]2)c1 do in these assays?
NOD1 inhibition: -14%; GPR55 activation: -0.1%; Myeloid diff MLP: inactive; GPR55 antagonists: -15%; NOD2 inhibition: 6%; T cell HTS: inactive; KOR beta-arrestin-1: -0.2%; NTR1 agonist: 2.1; KOR beta-arrestin-2: 42%; T cell HTS vesicle-bound %: 25; NTR1 agonist cell count 20 µM: 47; Myeloid diff MLP GFP+ MAC1+ %: 1.7

Results for COc1ccccc1CNC(=O)c1ccccc1NC(=O)C1=C(C)OCCS1 ?
NOD1 inhibition: 24%; GPR55 activation: -0.1%; Myeloid diff MLP: inactive; GPR55 antagonists: -7%; NOD2 inhibition: 41%; T cell HTS: inactive; KOR beta-arrestin-1: 3.0%; NTR1 agonist: -0.1; KOR beta-arrestin-2: -17%; T cell HTS vesicle-bound %: 33; NTR1 agonist cell count 20 µM: 67; Myeloid diff MLP GFP+ MAC1+ %: 1.4

How did Cc1ccc(/C=C/C(=O)N2CCCC(C(N)=O)C2)o1 (stereo unspecified) do in these assays?
NOD1 inhibition: -5%; GPR55 activation: -0.1%; Myeloid diff MLP: inactive; GPR55 antagonists: 8%; NOD2 inhibition: -31%; T cell HTS: inactive; KOR beta-arrestin-1: 4.6%; NTR1 agonist: 0.9; T cell HTS vesicle-bound %: 27; NTR1 agonist cell count 20 µM: 57; Myeloid diff MLP GFP+ MAC1+ %: 0.8

Results for Cc1ccccc1CCN(CC(=O)NC1CCCCC1)C(=O)c1csnn1 ?
NOD1 inhibition: -30%; GPR55 activation: 0.2%; Myeloid diff MLP: inactive; GPR55 antagonists: -3%; NOD2 inhibition: 10%; T cell HTS: inactive; KOR beta-arrestin-1: -7.3%; NTR1 agonist: -1.2; KOR beta-arrestin-2: 11%[20 µM]; T cell HTS vesicle-bound %: 30; NTR1 agonist cell count 20 µM: 26; Myeloid diff MLP GFP+ MAC1+ %: 0.5

What do the screens show for `O=C(COC(=O)c1cc[n+]([O-])cc1)Nc1ccccc1Sc1ccccc1`?
NOD1 inhibition: -12%; GPR55 activation: -0.1%; Myeloid diff MLP: inactive; GPR55 antagonists: 22%; NOD2 inhibition: 4%; T cell HTS: inactive; KOR beta-arrestin-1: -3.3%; NTR1 agonist: 0.4; KOR beta-arrestin-2: 10%; T cell HTS vesicle-bound %: 26; NTR1 agonist cell count 20 µM: 26; Myeloid diff MLP GFP+ MAC1+ %: 0.7

Results for Cc1cc(=O)oc(C)c1C(=O)NCCc1ccc(F)cc1 ?
NOD1 inhibition: -10%; GPR55 activation: 0.2%; Myeloid diff MLP: inactive; GPR55 antagonists: -2%; NOD2 inhibition: 0%; T cell HTS: inactive; KOR beta-arrestin-1: 0.1%; NTR1 agonist: -2.0; KOR beta-arrestin-2: 1%; T cell HTS vesicle-bound %: 23; NTR1 agonist cell count 20 µM: 55; Myeloid diff MLP GFP+ MAC1+ %: 0.4

How did C/C(=N\NC(=O)C1CC1c1ccccc1)c1cccs1 (stereo unspecified) do in these assays?
NOD1 inhibition: 2%; GPR55 activation: -0.1%; Myeloid diff MLP: inactive; GPR55 antagonists: -5%; NOD2 inhibition: 0%; T cell HTS: inactive; KOR beta-arrestin-1: 5.0%; NTR1 agonist: -0.8; KOR beta-arrestin-2: -10%; T cell HTS vesicle-bound %: 6; NTR1 agonist cell count 20 µM: 65; Myeloid diff MLP GFP+ MAC1+ %: 7.8

What do the screens show for `CC(C)(C)c1cc[n+](/C(C(=S)Nc2ccccc2F)=C(/[O-])c2ccc3c(c2)OCCO3)cc1`?
NOD1 inhibition: 24%; GPR55 activation: 0.3%; Myeloid diff MLP: inactive; GPR55 antagonists: -14%; NOD2 inhibition: -25%; T cell HTS: inactive; KOR beta-arrestin-1: 5.6%; NTR1 agonist: -0.7; KOR beta-arrestin-2: -12%; T cell HTS vesicle-bound %: 28; NTR1 agonist cell count 20 µM: 73; Myeloid diff MLP GFP+ MAC1+ %: 0.0

Results for CC1=NN(C(C#N)c2ccccc2C)C(c2ccccc2)C1 (stereo unspecified) ?
NOD1 inhibition: 12%; GPR55 activation: -0.2%; Myeloid diff MLP: inactive; GPR55 antagonists: 21%; NOD2 inhibition: 21%; T cell HTS: inactive; KOR beta-arrestin-1: -2.1%; NTR1 agonist: 0.7; KOR beta-arrestin-2: -22%[20 µM]; T cell HTS vesicle-bound %: 27; NTR1 agonist cell count 20 µM: 54; Myeloid diff MLP GFP+ MAC1+ %: 0.6

Results for O=c1ccccn1Cc1c(Cl)cccc1Cl ?
NOD1 inhibition: 6%; GPR55 activation: 0.5%; Myeloid diff MLP: inactive; GPR55 antagonists: -8%; NOD2 inhibition: 13%; T cell HTS: inactive; KOR beta-arrestin-1: 1.8%; NTR1 agonist: -1.0; KOR beta-arrestin-2: -22%; T cell HTS vesicle-bound %: 46; NTR1 agonist cell count 20 µM: 72; Myeloid diff MLP GFP+ MAC1+ %: 7.9

What do the screens show for `O=C(NCc1ccco1)c1cccc(S(=O)(=O)N2CCc3ccccc32)c1`?
NOD1 inhibition: -4%; GPR55 activation: -0.2%; Myeloid diff MLP: inactive; GPR55 antagonists: -10%; NOD2 inhibition: 9%; T cell HTS: inactive; KOR beta-arrestin-1: -4.0%; NTR1 agonist: -0.5; KOR beta-arrestin-2: 22%; T cell HTS vesicle-bound %: 50; NTR1 agonist cell count 20 µM: 45; Myeloid diff MLP GFP+ MAC1+ %: 0.1

What do the screens show for `C/C(=N\NC(=S)Nc1ccc(C)cc1)c1cc2ccccc2o1`?
NOD1 inhibition: -1%; GPR55 activation: 0.2%; Myeloid diff MLP: inactive; GPR55 antagonists: 18%; NOD2 inhibition: -96%; T cell HTS: inactive; KOR beta-arrestin-1: -0.2%; NTR1 agonist: 24; KOR beta-arrestin-2: -10%; T cell HTS vesicle-bound %: 52; NTR1 agonist cell count 20 µM: 64; Myeloid diff MLP GFP+ MAC1+ %: 0.9
